HCMV inh: blocks human cytomegalovirus replication. activity change, negative = inhibition, % at 57.5 µM. 410,000 compounds, 4.5% hits. HFF cells, HCMV-luciferase reporter, 72 h; hits give low values; in the data active = activity change below about -60%; inconclusive = no clear call, values can overlap the other calls; inactive = above about -39%; note: % is set by controls: 0 for no effect and ±100 for the full control effect
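Luciferase read-out from HCMV-luciferase-infected HFFs (MOI 1 PFU/cell) 72 h post infection at 37C; compounds added after 16 h cell attachment; activity normalized between buffer-only basal and Salinomycin (10uM) inhibitor controls.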
Shiga inhibitor: Shiga toxin inhibition | 290,000 compounds, 9.2% hits | Vero cells, Shiga toxin protein synthesis inhibition reporter | AID 2315 | inhibition, % at 38.7 µM; in the data active = inhibition mostly above about 28%, no sharp cut-off; inactive = mostly below about 43%; note: 0% is about no effect
AmpC inh no detg: blocks E. coli AmpC beta-lactamase in detergent-free assay. AID 485341. AmpC nitrocefin hydrolysis, absorbance 480 nm, 0.0001% Triton. Potency, µM (titrated, usually from 57.1 µM), for the others: at the top dose activity change, negative = inhibition, hits mostly inhibitors. 330,000 compounds, 0.52% hits. P00811;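 note: potency is the fitted concentration of half-maximal effect; plate controls were no compound for no effect and no enzyme for full effect; nearly all actives have a fitted effect of over 20% in size; some results filed as inactive show a strong effect at the top dose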
Target sequence (P00811 whole entry, looked up): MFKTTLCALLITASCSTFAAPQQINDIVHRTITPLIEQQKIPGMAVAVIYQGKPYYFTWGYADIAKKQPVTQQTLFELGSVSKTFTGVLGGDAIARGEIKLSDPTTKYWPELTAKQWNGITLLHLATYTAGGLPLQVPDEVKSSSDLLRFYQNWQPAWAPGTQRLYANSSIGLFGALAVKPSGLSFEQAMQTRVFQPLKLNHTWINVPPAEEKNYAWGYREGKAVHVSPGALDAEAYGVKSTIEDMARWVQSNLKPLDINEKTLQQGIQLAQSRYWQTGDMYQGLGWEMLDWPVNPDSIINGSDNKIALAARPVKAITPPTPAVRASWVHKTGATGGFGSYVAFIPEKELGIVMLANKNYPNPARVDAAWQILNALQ
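AmpC (5.3 nM in the dispensed reagent) in 20 mM phosphate pH 7.0 with 0.01% (detergent screen) or 0.0001% Triton X-100 was preincubated with compounds for 15 min at room temperature. Nitrocefin was then added from an 800 uM solution, and hydrolysis was followed at 480 nm.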
Giardia FBPA inh: blocks Giardia fructose-bisphosphate aldolase activity; purified Giardia FBPA; 290,000 compounds, 0.71% hits; AID 2451; Potency, µM (series often up to 59.6 µM), for inactives: at the highest dose activity, negative = inhibition, actives largely listed as inhibitors; note: potency is the fitted concentration of half-maximal effect; % is set by controls: 0 for no effect and ±100 for the full control effect; nearly all actives have a fitted effect of over 55% in size
Target sequence (A8B2U2 whole entry, looked up): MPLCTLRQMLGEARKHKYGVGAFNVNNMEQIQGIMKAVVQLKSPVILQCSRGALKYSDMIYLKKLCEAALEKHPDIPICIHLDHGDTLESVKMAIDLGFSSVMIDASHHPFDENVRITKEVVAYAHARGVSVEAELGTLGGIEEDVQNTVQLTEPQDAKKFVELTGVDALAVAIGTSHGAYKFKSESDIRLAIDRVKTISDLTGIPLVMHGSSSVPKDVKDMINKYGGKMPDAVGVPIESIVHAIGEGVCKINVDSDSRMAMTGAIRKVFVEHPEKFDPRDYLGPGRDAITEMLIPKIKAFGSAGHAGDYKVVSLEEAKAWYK
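Giardia FBPA (40 nM reagent) was preincubated 10 min at RT with compound (up to 57.5 uM final), then substrate plus GAPDH/TPI/NAD/arsenate coupling system with diaphorase/resazurin was added; resorufin fluorescence (525/598 nm) was read after 20 min.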
AmpC detergent: blocks E. coli AmpC beta-lactamase in detergent assay; AmpC hydrolysis of nitrocefin, absorbance 480 nm, 0.01% Triton; Potency, µM (series often up to 114 µM), without a hit: top-dose activity change, negative = inhibition, hits mostly inhibitors; 370,000 compounds, 0.041% hits;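 note: potency is the fitted concentration of half-maximal effect; 0% = no-compound wells and -100% = no-enzyme wells; nearly all actives have a fitted effect of over 25% in size; some results filed as inactive show a strong effect at the top dose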
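20 mM phosphate pH 7.0 + 0.01% (detergent screen) or 0.0001% Triton X-100; 5.3 nM AmpC reagent; cpd preinc 15 min RT; nitrocefin (800 uM stock) to start; A480 q20 s × 4 min; Activity was normalised to no-enzyme and no-compound control wells.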
Cycloheximide cs: counter-screen hit for Shiga toxin inhibitors, cycloheximide; max response, %; 300,000 compounds, 12% hits; cell reporter, cycloheximide protein synthesis inhibition counterscreen; in the data active = max response mostly above about 13%, no sharp cut-off; inactive = mostly below about 14%; note: read at 38.3 µM for the half of the compounds with a filed dose; 0% is about no effect
AMA1-RON2 inh: inhibitors of Plasmodium falciparum AMA1-RON2 interaction; AlphaScreen AMA1-biotinylated RON2 peptide binding; Potency, µM (top dose mostly 58.2 µM), for the others: at the highest dose activity change, negative = inhibition, most hits filed as inhibitors; 360,000 compounds, 0.2% hits; AID 720542;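 note: potency is the fitted concentration of half-maximal effect; 0% = vehicle wells and -100% = peptide control; nearly all actives have a fitted effect of over 45% in size; some results filed as inactive show a strong effect at the top dose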
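AMA1 (3D7) with his tag at 25 nM final met compounds first, then biotinylated RON2 peptide at 25 nM; detection used donor plus acceptor beads, 10 µg/mL apiece, read by AlphaScreen after 30 min at room temperature.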
Active calls of the source: *; ? = inconclusive; . = not tested or not shown; & = joins results of further samples; [ ] = another dose, or the depositor's remark. Unless noted, calls come from the whole dose curve; as a rule, active = well fitted curve in the direction sought with a large enough effect; inconclusive = small, poorly fitted or top-dose-only effect, or another doubt; inactive = no such curve, though single readings can be large; an effect the other way counts as inactive or inconclusive.

A first look:
Values run as follows: Giardia FBPA inh, Cycloheximide cs, AMA1-RON2 inh, Shiga inhibitor, HCMV inh, AmpC detergent, AmpC inh no detg
- CC(C)Cn1nc(NC(=O)c2cccs2)c2cc3ccccc3nc21
  -14%, 18, 159%[activator], 29, 77, ?, -28%
- O=C(CSc1ccc(-c2cccnc2)nn1)Nc1ccc(Br)cc1
  -3%, -3, 4%, -5, ?, 3%, -8%
- CC1=C(C(=O)OC2CCCCCCC2)C(c2ccc(O)cc2)NC(=O)N1 (stereo not drawn)
  3%, -3, -4%, -19, -38, ?, -13%
- O=[N+]([O-])c1ccccc1S(=O)(=O)Nc1ccc(S(=O)(=O)N2CCOCC2)cc1
  17%, -7, 5%, 13, -9, -7%, -17%
- CCCn1c(N)c(C(=O)CSc2nc(C)nc3sc(C)c(C)c23)c(=O)[nH]c1=O
  ., ., 104%[activator], ., -16, 1%, 2%
- CCOc1ccccc1-c1nnc2n1N=C(c1cccc(OC)c1)CS2
  -16%, -6, ., -10, ., ., .
- O=C(CCc1ccccc1)NNC(=O)COc1ccccc1Cl
  -5%, 5, 106%[activator], -5, 22, 0%, -25%
- CC(=O)Nc1ccc(-n2c(=O)c3ccccc3c3ccccc3c2=O)cc1
  1%, -1, 22%, -9, 95, 6%, -10%

Results, previewed entries included:
Values run as follows: Giardia FBPA inh, Cycloheximide cs, AMA1-RON2 inh, Shiga inhibitor, HCMV inh, AmpC detergent, AmpC inh no detg
- CC(C)Cn1nc(NC(=O)c2cccs2)c2cc3ccccc3nc21
  -14%, 18, 159%[activator], 29, 77, ?, -28%
- O=C(CSc1ccc(-c2cccnc2)nn1)Nc1ccc(Br)cc1
  -3%, -3, 4%, -5, ?, 3%, -8%
- CC1=C(C(=O)OC2CCCCCCC2)C(c2ccc(O)cc2)NC(=O)N1 (stereo not drawn)
  3%, -3, -4%, -19, -38, ?, -13%
- O=[N+]([O-])c1ccccc1S(=O)(=O)Nc1ccc(S(=O)(=O)N2CCOCC2)cc1
  17%, -7, 5%, 13, -9, -7%, -17%
- CCCn1c(N)c(C(=O)CSc2nc(C)nc3sc(C)c(C)c23)c(=O)[nH]c1=O
  ., ., 104%[activator], ., -16, 1%, 2%
- CCOc1ccccc1-c1nnc2n1N=C(c1cccc(OC)c1)CS2
  -16%, -6, ., -10, ., ., .
- O=C(CCc1ccccc1)NNC(=O)COc1ccccc1Cl
  -5%, 5, 106%[activator], -5, 22, 0%, -25%
- CC(=O)Nc1ccc(-n2c(=O)c3ccccc3c3ccccc3c2=O)cc1
  1%, -1, 22%, -9, 95, 6%, -10%
- CC1CCN(c2c(NCC3CCC(C(=O)NCCCc4ccccc4)CC3)c(=O)c2=O)CC1 (stereo not drawn)
  3%, -2, 2%, -21, ., -3%, 37%
- O=C(CN1CCS(=O)(=O)CC1)N/N=C/c1cccc(C(F)(F)F)c1
  5%, 1, 31%[activator], -9, 5, -1%, -4%
- O=C(COC(=O)c1cccs1)Nc1ccc(S(=O)(=O)N2CCOCC2)cc1
  3%, -3, -12%, -16, -12, ?, -47%
- C/C(=N\OC(=O)Nc1ccc(Cl)cc1)c1ncc(C(F)(F)F)cc1N1CCOCC1
  -2%, 12, 25%, 43, 35, 1%, 23%
- Cc1nn(CC(=O)NCc2ccccc2)c(=O)c2ccccc12
  10%, -4, 2%, 17, 14, -6%, -4%
- CCOc1ccc(NC(=O)CSc2nnc(C)n2CC2CCCO2)cc1 (stereo not drawn)
  3%, -3, 0%, -8, 13, -5%, -16%
- Cc1cc(C)cc(OCC(=O)O/N=C(\N)Cc2ccc([N+](=O)[O-])cc2)c1
  -4%, 8, -6%, 29, 7, 4%, -1%
- C=CCN(Cc1ccc(OC)c(OC)c1)C(=O)N1CCOCC1
  5%, 0, -1%, -8, 37, -7%, -10%
- O=C(Cn1cnc2c(oc3nc4c(cc32)CCCC4)c1=O)Nc1cccc(Cl)c1
  ., 12, -18%, -2, 34, 6%, -38%
- O=C(O)/C=C/C(=O)Nc1cccc(C(F)(F)F)c1
  11%, 4, -19%, 6, -12, -9%, -11%
- CCCC[n+]1ccn(C2=C([O-])c3ccccc3C(=O)/C2=N\S(=O)(=O)c2ccc(Cl)cc2)c1
  ?, 5, -3%, 46, -73*, 5%, 10%
- Cc1nn(-c2ccccc2)c(C)c1NC(=O)COc1ccc(F)cc1Cl
  0%, 6, -7%, 9, ?, 8%, 87%[activator]
- COC(=O)C(NC(=S)N1CC2C[C@@H](C1)Cn1c2cccc1=O)C(C)C (stereo partly drawn)
  -2%, -4, -8%, 2, -23, -3%, -3%
- Cc1ccccc1N(C)S(=O)(=O)c1nnc(NC(=O)c2ccco2)s1
  10%, 3, -10%, 1, 11&-20, -3%&13%, ?
- CN1/C(=C/C2CC(=O)N(c3ccc([N+](=O)[O-])cc3)C2=O)C(C)(C)c2ccccc21 (stereo not drawn)
  -18%, -1, -6%, -12, 15, -11%, -43%
- COCCNC(=O)CCCn1c(=O)c2cc(OC)c(OC)cc2n(CC(=O)c2ccccc2)c1=O
  1%, 7, 0%, -6, -20, -9%, 100%[activator]
- CCOc1ncccc1C(=O)OCC(=O)Nc1ccc(S(=O)(=O)N2CCOCC2)cc1
  5%, -3, -2%, -7, 0, 1%, -1%
- Cc1ccc(NC(=O)C2Cc3ccccc3C(=O)O2)cc1 (stereo not drawn)
  0%, 36*, 0%, 87*, -6, 5%, -20%
- COC(CNC(=O)c1cn(C)c2ccc(S(=O)(=O)N3CCOCC3)cc2c1=O)OC
  ., 12, -6%, 11, 1, 2%, -1%
- O=C(O)c1ccc(N/N=C/c2ccc(F)c(F)c2)cc1
  6%, 15*, -7%, 35, 23, -4%, -15%
- C/C(N)=C(/C#N)C(=O)COC(=O)c1ccncc1
  -8%, -2, -20%, -25, -8, -6%, -31%
- O=c1[nH]c(=O)n(C2CCCCC2)c(O)c1C=Nc1ccc(N2CCOCC2)cc1
  32%, 1, -3%, 6, 11, 8%, 0%
- COc1ccc(-n2c(COc3cccc(C)c3)nnc2SCC(=O)O)cc1
  30%, -3, -7%, -4, -22, ?, -15%
- Cc1[nH]c(=O)[nH]c(=O)c1S(=O)(=O)N1CCCC(C(=O)N2CCN(c3ccccc3Cl)CC2)C1 (stereo not drawn)
  -1%, -1, 4%, -28, ., ?, 9%
- Cc1ccc(C(=O)NCCS(=O)(=O)N2CCN(c3ccccc3F)CC2)cc1[N+](=O)[O-]
  0%, -1, -8%, -7, -22, -9%, -14%
- O=C(NC1CCCCC1)C1CCCN1S(=O)(=O)c1ccc(Cl)cc1 (stereo not drawn)
  4%, 6, -2%, 3, -21, 1%, 27%
- CC(NC(=O)CN(C)Cc1cccs1)c1ccccc1 (stereo not drawn)
  -1%, -3, 16%, -2, 3, -2%, 23%
- C[C@H](CO)N1C[C@H](C)[C@@H](CN(C)Cc2ccc(C(=O)O)cc2)Oc2c(NS(=O)(=O)c3ccc(F)cc3)cccc2C1=O
  ., ., -4%, ., -32, ., -7%
- CN(Cc1ccccc1)c1nc2c(c(=O)n(C)c(=O)n2C)n1CCCc1ccccc1
  8%, -2, -11%, -6, ?, -2%, 126%[activator]
- COCC(=O)Nc1nnc(CCc2ccccc2)s1
  -6%, 2, 7%, 30, -32, ?, -3%
- Cc1cc(Cl)ccc1OC(C)C(=O)Nc1ccc(S(=O)(=O)Nc2cnc3ccccc3n2)cc1 (stereo not drawn)
  9%, -1, -6%, 11, 20, -11%, -25%
- COc1ccc(S(=O)(=O)NCC(=O)N(CC(=O)NCC2CCCO2)Cc2ccc(F)cc2)cc1 (stereo not drawn)
  11%, 5, 0%, -4, 0, -6%, 27%
- COc1cccc(-c2c(C(=O)N/N=C(\C)COc3ccccc3)nnn2-c2nonc2N)c1
  -2%, -3, 117%[activator], -5, -30, ?, -23%
- O=C(COC(=O)c1cccs1)Nc1cccc(S(=O)(=O)N2CCOCC2)c1
  3%, -3, -6%[11.6 µM], -10, 25, ?, -24%
- CN1CCN(C(=S)Nc2cccc(C(F)(F)F)c2)CC1
  0%, -2, 0%, -6, ?, -11%, -10%
- CC1CCN(C(=O)C(Cc2ccccc2)n2cccc2)CC1 (stereo not drawn)
  5%, -4, -7%, 12, -17, ?, 10µM*
- Cc1cc(C)c(C#N)c(OCc2ccc(Cl)nc2)n1
  6%, 10, 23%, 5, -26, -4%, -9%
- CCOC(=O)CNC(=O)Cn1cnc2c(nnn2-c2cccc(Cl)c2)c1=O
  7%, -4, -3%, -9, 16, -13%, -3%
- CCOc1ccc(S(=O)(=O)N(CC(N)=O)c2ccc(C)cc2)cc1
  1%, -5, -11%, -6, -5, 1%, -2%
- O=C(NCCCc1ccccc1)C1CCC(=O)N(CCc2ccc(Cl)cc2)C1 (stereo not drawn)
  ., 12*, -3%, 35*, 29, -7%, 170%[activator]
- COc1cccc(/C=C2\SC(=O)N(CCC(=O)NCCCn3ccnc3)C2=O)c1
  -8%, 9, -10%, -15, -13, 3%, 21%
- Cc1nc2sccn2c(=O)c1CCN1CCC(=C(c2ccccc2)c2ccc(F)cc2)CC1
  4%&0%, -5, ., -16, ., -7%, 235%[activator]
- O=C(O)c1cc2n(n1)C(C(F)(F)F)CC(C1CC1)N2 (stereo not drawn)
  2%, -3, -9%, -8, ?, -3%, -12%
- COC(=O)c1ccc[n+](CC(=O)Nc2ccc(OC(F)F)cc2)c1
  3%, 2, 0%, -13, -6, -5%, -36%
- CCOc1ccc(-c2cn(-c3ccccc3OC)c(=S)[nH]2)cc1
  6%, 18*, 39%[activator], 52*, -80*, 5%, -32%
- CCOc1ccc(NC(=O)C2CCCN(C(=O)Nc3ccccc3)C2)cc1 (stereo not drawn)
  1%, 4, 2%, 4, 16, -6%, -10%
